SRC2 TRFRET art: TR-FRET artefact, counter-screen to PPARgamma/SRC-2 agonist assay. active compounds read high. TR-FRET ratio at 8 µM. actives 0.4% (n = 200,000). AID 1049; in the data active = TR-FRET ratio above about 2000; also: inactives centre near 1500
S1P3 antagonist: S1P3 (human) receptor antagonism. Q99500. CHO S1P3 NFAT-BLA reporter, FRET fluorescence, antagonist mode. inhibition, % at 4.98 µM. actives 0.27% (n = 170,000). AID 485;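 active = inhibition above the plate cutoff, the mean inhibition of test wells on that plate plus 3 SD, cut at about 28% in these data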;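 also: cells challenged with S1P at its EC80 of 0.8 µM; blue over green emission ratio from cleaved BLA substrate after 4 h stimulation; 0% = S1P-stimulated wells and 100% = unstimulated DMSO-only wells; some compounds past the cut are filed as inactive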
Target sequence (Q99500 whole entry, looked up): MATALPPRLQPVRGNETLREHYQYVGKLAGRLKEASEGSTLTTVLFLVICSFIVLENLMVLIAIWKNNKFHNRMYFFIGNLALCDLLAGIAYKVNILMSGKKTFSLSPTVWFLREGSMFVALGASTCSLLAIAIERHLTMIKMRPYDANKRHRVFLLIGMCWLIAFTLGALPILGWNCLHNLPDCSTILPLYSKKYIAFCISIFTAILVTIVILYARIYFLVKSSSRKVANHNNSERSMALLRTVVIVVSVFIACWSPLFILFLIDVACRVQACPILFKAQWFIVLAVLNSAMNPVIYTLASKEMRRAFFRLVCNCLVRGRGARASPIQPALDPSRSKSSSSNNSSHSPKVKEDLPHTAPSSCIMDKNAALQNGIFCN
RAM network inh: yeast RAM network inhibition; S. cerevisiae dse1pr::URA3 reporter, 5-FOA growth OD615, 2 d; analog-sensitive cbk1-as2 kinase mutant strain; inhibition, % at 50 µM; actives 1.8% (n = 190,000); AID 868;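 active = inhibition above a set limit, 3 SD over mean compound inhibition, cut at about 8.4% in these data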;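 also: 0% = DMSO-only wells with no growth and 100% = 10 µM 1-NA-PP1 full growth; inhibition rescues growth on 5-FOA so higher OD means more RAM inhibition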
ROMK mod: human ROMK K+ channel modulation, primary screen; P48048; actives 2% (n = 130,000); Tet-inducible ROMK, thallium flux fluorescence; actives lie on both sides; B-score at 10 µM; AID 1918;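 active = signal ratio slope over the read window, or its plate-corrected B-score, at least 3 SD from the plate mean, either direction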;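 also: B-score of the F/F0 ratio slope over 7 to 12 s after thallium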
Target sequence (P48048 whole entry, looked up): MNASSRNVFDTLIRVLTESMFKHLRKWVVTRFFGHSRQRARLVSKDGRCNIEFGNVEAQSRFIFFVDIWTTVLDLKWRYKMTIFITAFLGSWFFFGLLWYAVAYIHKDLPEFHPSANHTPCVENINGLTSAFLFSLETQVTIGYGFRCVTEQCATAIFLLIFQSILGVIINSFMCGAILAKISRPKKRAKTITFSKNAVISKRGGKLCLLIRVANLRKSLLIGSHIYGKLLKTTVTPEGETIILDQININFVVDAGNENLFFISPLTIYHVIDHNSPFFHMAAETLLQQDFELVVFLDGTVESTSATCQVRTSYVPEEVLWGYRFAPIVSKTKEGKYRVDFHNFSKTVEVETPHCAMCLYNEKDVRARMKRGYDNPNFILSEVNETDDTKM
TLR4 MyD88 comp: inhibitors of human TLR4-MyD88 binding; O00206+Q99836; HeLa CL3-4 TLR4/MyD88 BLA complementation, FRET ratio; inhibition, % at 8.4 µM; actives 0.18% (n = 200,000); AID 861; in the data active = inhibition above about 25%;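 also: 0% = vehicle and 100% = reference inhibitor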
STAT3 inh: inhibitors of IL-6 induced STAT3 signaling; U3A cells, IL-6 STAT3-luciferase reporter, luminescence; host cell line lacks STAT1; inhibition, % at 5.5 µM; actives 0.89% (n = 190,000); AID 862;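 active = inhibition above the mean inhibition across all screened compounds plus 3 SD, cut at about 44% in these data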;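 also: 0% = DMSO only wells and 100% = 100 µM nifuroxazide control wells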
PPARg SRC-2 ag: PPARgamma-driven SRC-2 recruitment agonism; activation, % at 8 µM; actives 0.34% (n = 200,000); P37231; PPARgamma LBD-SRC-2 recruitment, biochemical; in the data active = activation above about 22%;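 also: 0% = vehicle and 100% = reference agonist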
STAT3 activator: STAT3 signaling activation | U3A cells, IL-6 STAT3-luciferase reporter, luminescence; 100% = signal with IL-6 EC80 alone | activation (% of control), % at 5.6 µM | actives 0.91% (n = 190,000);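 active = activation above the screen-wide mean of compound activation plus 3 SD, cut at about 130% in these data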;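 also: 0% = background luminescence of wells with medium and substrate only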
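Test system: Human STAT1-deficient U3A cells with stable STAT3-luciferase reporter | Also added: Interleukin-6, 33 ng/mL | Timing: Compound pre-incubation 1 h before IL-6, then 6 h stimulation at 37 °C | Technique: Luciferase reporter luminescence | Read-out: Percent of IL-6-only median luminescence | Benchmarks: IL-6-only wells as 100% reference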
PPARg SRC3 recr: promotes SRC-3 coactivator recruitment by human PPARgamma; activation, % at 8 µM; AID 731; actives 0.26% (n = 200,000); biochemical PPARgamma/SRC-3 coactivator recruitment assay; in the data active = activation above about 23%;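 also: 0% = DMSO and 100% = reference agonist; some compounds past the cut are filed as inactive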
PPARg SRC-1 ag: PPARgamma-driven SRC-1 recruitment agonism; P37231; PPARgamma-SRC-1 coactivator recruitment biochemical assay; activation, % at 8 µM; actives 0.41% (n = 200,000); in the data active = activation above about 19%;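 also: 0% = DMSO and 100% = reference agonist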
STAT1 blocker: STAT1 signaling inhibition; actives 0.35% (n = 200,000); NIH 3T3 STAT1-luciferase reporter, IFN-gamma, luminescence; inhibition, % at 5.5 µM;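 active = inhibition above a set limit, the mean inhibition across all tested compounds plus 3 SD, cut at about 34% in these data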;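 also: 0% = IFN-gamma with DMSO and 100% = IFN-gamma with 300 µM nifuroxazide; values of inactives mirror those of a sister screen read the other way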
Active calls of the source: *; . = no result given.

The first two entries (preview)
SMILES	SRC2 TRFRET art	S1P3 antagonist	RAM network inh	ROMK mod	TLR4 MyD88 comp	STAT3 inh	PPARg SRC-2 ag	STAT3 activator	PPARg SRC3 recr	PPARg SRC-1 ag	STAT1 blocker
C=CCN1C(c2ccccc2)=CS/C1=C(\C#N)c1nnc2n1CCCCC2	1175	-26.1	-0.2	.	1.1	8.2	-0.8	98.4	-0.5	-3.2	9.4
CCCC[n+]1ccn(-c2nc3ccccc3nc2[N-]S(=O)(=O)c2ccc(C)cc2)c1	1766	.	1.1	0	-12.9	5.6	4.6	95.3	10.8	5.4	6.8

Main list, from the first entry:
SMILES	SRC2 TRFRET art	S1P3 antagonist	RAM network inh	ROMK mod	TLR4 MyD88 comp	STAT3 inh	PPARg SRC-2 ag	STAT3 activator	PPARg SRC3 recr	PPARg SRC-1 ag	STAT1 blocker
C=CCN1C(c2ccccc2)=CS/C1=C(\C#N)c1nnc2n1CCCCC2	1175	-26.1	-0.2	.	1.1	8.2	-0.8	98.4	-0.5	-3.2	9.4
CCCC[n+]1ccn(-c2nc3ccccc3nc2[N-]S(=O)(=O)c2ccc(C)cc2)c1	1766	.	1.1	0	-12.9	5.6	4.6	95.3	10.8	5.4	6.8
CCOC(=O)/C(C#N)=C/c1ccc(OC(=O)c2ccco2)c(OCC)c1	1499	-7.5	4.5	.	-1.2	12.0	-2.2	93.8	-3.2	10.8	8.3
CN1CCN(Cc2cn(C)nc2-c2ccccc2F)CC1c1ccccc1 (stereo unspecified)	1672	-1.4	0.9	0.499	-1.8	7.0	-10.6	104.2	-0.7	3.2	3.2
O=C1N=C(N2CCOCC2)SC1=C1CCCCC1	1476	2.1	4.2	.	-7.7	-0.5	6.2	104.1	5.4	0.1	-9.9
Cc1ccc(C2(C)NC(=O)N(Cc3c(C)noc3C)C2=O)cc1 (stereo unspecified)	1594	-3.2	1.0	-0.141	1.1	-0.7	-1.1	102.9	4.4	3.0	-4.4
COc1cc(/C=N/NC(N)=O)cc(Br)c1OCc1ccccc1C	1475	.	1.8	.	1.5	9.7	-5.1	99.4	5.1	4.6	-4.1
CCOc1ccccc1C(=O)Nc1ccccc1-c1ccccc1	1542	-12.2	9.6*	-1.43	-22.1	-9.9	7.7	106.1	7.5	2.9	-1.2
Cc1ccc(SCC(=O)Nc2ccccc2C(=O)O)cc1	1468	.	2.8	0.317	7.1	0.7	0.0	100.3	5.1	1.0	-3.6
O=C(CCn1c(=O)sc2ccccc21)NCc1ccc2c(c1)OCO2	1513	.	-0.1	.	-0.5	-5.1	4.3	107.0	4.7	-0.5	-3.9
CCOC(=O)c1oc2ccc(Br)cc2c1NC(=O)CN1CCN(C)CC1	1494	-1.7	0.0	.	-13.9	3.5	2.4	100.2	-3.4	-1.3	3.2
CC(=O)N1N=C(C)CC1c1ccc(O)cc1 (stereo unspecified)	1373	5.6	1.0	0.0486	-12.5	1.6	-9.6	98.0	-3.0	-5.2	3.7
Cc1ccc(C2=[N+]([O-])C3(CCCCC/C3=N\NC(N)=O)N(O)C2(C)C)o1 (stereo unspecified)	1519	.	2.6	-0.323	-9.7	0.3	-3.6	106.5	6.9	1.7	-3.5
COP(=O)(OC)c1nc(-c2cccc3ccccc23)oc1NCc1ccccc1	1852	-0.1	2.9	1.86	-0.7	9.7	-0.1	94.8	2.0	0.5	10.4
CCCc1cc(=O)[nH]c(SCC(=O)Nc2nc(-c3ccccc3)cs2)n1	1670	-14.7	7.7	0.186	-1.2	0.5	1.2	101.2	0.6	8.0	5.2
CCCCC(CC)C(=O)NCc1ccccc1OC (stereo unspecified)	1528	27.0	-0.5	-0.0293	-4.3	5.1	6.0	98.9	0.0	4.4	1.6
CSc1nc2ccc(NC(=O)CSc3nnc(N)s3)cc2s1	1631	.	3.6	-0.264	6.0	9.2	-2.5	97.0	6.7	-1.4	-15.4
O=C(O)c1cccc(N/N=C/c2cccs2)c1	1443	-2.9	-1.6	.	0.9	22.1	-0.1	82.8	-3.6	0.9	60.0*
COc1c(Cl)ccc(Cl)c1C(=O)OCC(=O)O	1337	-14.4	-0.5	-0.418	-6.0	-2.5	-0.6	107.7	-2.1	-7.7	-5.2
CCN(CC)CCN(C(=O)c1ccc(C(C)=O)cc1)c1nc2ccc(Cl)cc2s1	1436	-6.2	1.4	0.555	14.4	14.7	1.5	93.8	3.0	9.0	-17.6
COc1cc(NC(=O)COC(=O)c2ccccc2F)cc(OC)c1	1701	-9.9	1.3	.	9.2	-2.1	2.9	101.3	10.7	2.8	-8.1
CC1CCN(S(=O)(=O)c2ccc(S(=O)(=O)NCc3cccnc3)cc2)CC1	1638	-20.5	0.4	0.215	11.9	0.7	1.3	101.4	-4.0	7.8	2.8
Cc1ncc(C[n+]2csc(CCOC(=O)CC3C4CC5CC(C4)CC3C5)c2C)c(N)n1 (stereo unspecified)	1367	.	0.5	-0.0394	-12.7	-8.9	0.3	108.2	-14.6	-3.4	2.2
Cc1ccc(OCC(=O)N2CCN(C(=O)Cc3ccccc3)CC2)cc1	1518	33.7	0.5	.	-8.6	6.7	4.5	102.8	-4.9	-7.3	0.6
Cc1cccc(OCCc2c(C)[nH]c(=S)[nH]c2=O)c1	1603	-10.6	0.0	-1.5	5.2	15.8	-6.0	94.8	2.9	-0.5	0.1
Cc1ccccc1-n1c(SCC(=O)c2c(N)n(C)c(=O)n(C)c2=O)nc2sc3c(c2c1=O)CCCC3	1331	-14.1	3.1	0.142	-3.0	0.7	-6.6	97.5	-2.6	-8.9	11.9
CN(CC(=O)Nc1sc2c(c1C#N)CCCCC2)Cc1nc2ccccc2c(=O)[nH]1	1787	-12.3	2.9	1.09	-5.2	2.1	8.1	104.1	-0.9	0.0	-6.4
Cc1cccc(C2c3[nH]c4ccccc4c3CCN2Cc2ccc(C)s2)n1 (stereo unspecified)	1528	-1.5	0.4	0.889	1.7	-43.3	4.5	142.2*	0.1	-3.0	3.0
O=C(CN1C(=O)/C(=C\c2ccc(F)cc2)Oc2ccccc21)NCc1ccco1	1721	-7.7	7.1	.	-5.8	8.8	0.8	94.5	-1.4	-0.4	17.6
CCCCNC(=O)Cc1c(O)c2ccccc2[nH]c1=O	1475	.	0.9	0.0117	-1.0	4.5	5.4	102.7	-2.9	4.1	5.4
N#CCC(=O)N/N=C/c1ccc(SCC(=O)Nc2ccccc2)o1	1678	1.7	-0.1	0.462	-5.7	5.4	6.2	104.9	7.1	4.9	-10.1
CC1=CCC2C(=O)N(c3cccc(C(=O)N(C)C4CCCCC4)c3)C(=O)C2C1 (stereo unspecified)	1557	3.6	0.7	0.499	0.5	-2.9	6.8	104.7	2.5	5.1	-12.7
O=C(NCCCN1CCOCC1)c1ccc(CS(=O)(=O)Cc2ccc(Cl)cc2)o1	1309	-1.7	2.4	.	5.6	8.2	2.0	97.9	6.6	-3.7	-1.8
Cc1cc(C)cc(NC(=S)Nc2ccc(Cl)c(Cl)c2)c1	1535	-3.1	1.0	0.586	8.1	19.8	2.5	88.0	2.6	-1.2	10.9
C/C(=C\c1cc(C(=O)O)c(C)o1)CO	1454	16.7	0.1	.	12.7	-8.0	5.4	110.7	5.1	0.6	-6.7
Cc1ccc(NC(=O)C2CCN(C(=O)NC3CCCCC3)CC2)cc1	1290	.	3.6	.	11.1	2.5	-6.1	101.1	2.2	-3.9	3.7
Cc1ccccc1CNC(=O)c1ccccc1N	1672	.	-0.8	-0.755	-6.8	9.3	9.2	92.2	-7.7	3.2	1.8
CC1(C)CC(=O)C2=C(C1)N(C1CCCCC1)C(=O)C2(O)C(F)(F)F (stereo unspecified)	1583	.	-0.2	0.00182	0.9	-6.4	7.3	105.6	2.1	0.6	1.1
CC1CN(CCCCOc2ccc(C(C)C)cc2)CC(C)O1 (stereo unspecified)	1381	.	-0.3	-1.18	4.6	2.5	5.5	103.0	-5.3	2.0	5.1
CC(C)CC(OC(=O)c1cccs1)C(=O)NCC1CCCO1 (stereo unspecified)	1526	-34.0	0.4	1.75	-1.9	17.1	-2.6	89.9	-8.2	6.3	7.8
CS/C(=N\S(=O)(=O)c1cccs1)Nc1cccc(Cl)c1C	1632	-1.8	0.0	1.3	-8.5	11.0	0.2	92.7	1.0	5.7	8.9
COc1ccc(NC(=O)C2CCCN(c3cc(C)nc4ncnn34)C2)cc1 (stereo unspecified)	1554	-3.2	1.5	-0.235	-17.1	12.3	1.8	91.4	-0.7	-3.1	4.7
CC1=C(C(N)=O)C(c2cccnc2)n2nc(-c3cccc(Cl)c3)nc2N1 (stereo unspecified)	1285	-1.5	1.3	.	-0.5	1.5	-11.8	102.4	2.2	-0.6	-11.0
O=C(N/N=C/c1c[nH]c2ccccc12)c1sc2ccccc2c1Cl	1546	3.6	2.4	.	3.6	-23.9	0.7	115.5	0.4	0.5	-26.7
Cc1csc(N/N=C/c2ccc(O)c([N+](=O)[O-])c2)n1	1601	.	4.2	0.137	-3.0	-6.5	7.8	105.6	6.5	4.3	-0.3
N#CCSc1nccc(/C=C/c2ccccc2)n1	1610	-15.2	0.6	-1.99	3.8	14.3	1.9	90.2	5.5	4.8	-18.3
Cc1noc(C)c1C(=O)N1CCN(CCc2ccccc2)CC1	1256	-36.1	1.4	.	-2.6	3.2	-0.2	101.0	1.1	-3.7	-1.3

Screening data (PubChem BioAssay)
